uPA generation: qHTS for Inhibitors of Cell Surface uPA Generation. cell surface uPA generation assay, qHTS. Potency, µM (series often up to 38.3 µM), for inactives: at the top dose activity change, negative = inhibition, most hits filed as inhibitors. actives 0.31% (n = 330,000). AID 540303, 2011; active = well fitted inhibition curve with a large enough effect; inconclusive = small, poorly fitted or top-dose-only effect; inactive = no such curve, though single readings can be large or run the other way; tested in mouse RAW 264.7 cells; note: potency is the fitted concentration of half-maximal effect; nearly all actives have a fitted effect of over 55% in size
B2AR arrestin: qHTS assay of beta-arrestin-biased ligands of beta2-adrenergic receptor | AID 492947, 2010 | beta-arrestin recruitment to beta2AR, cell-based reporter | Potency, µM (top dose mostly 46.1 µM), for inactives: at the top dose activation, hits mostly activators | actives 0.02% (n = 330,000);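 note: potency is the fitted concentration of half-maximal effect; 0% = DMSO controls and full agonism = EC100 isoproterenol or metaproterenol; nearly all actives have a fitted effect of over 65% in size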
Target sequence (P07550 whole entry, looked up): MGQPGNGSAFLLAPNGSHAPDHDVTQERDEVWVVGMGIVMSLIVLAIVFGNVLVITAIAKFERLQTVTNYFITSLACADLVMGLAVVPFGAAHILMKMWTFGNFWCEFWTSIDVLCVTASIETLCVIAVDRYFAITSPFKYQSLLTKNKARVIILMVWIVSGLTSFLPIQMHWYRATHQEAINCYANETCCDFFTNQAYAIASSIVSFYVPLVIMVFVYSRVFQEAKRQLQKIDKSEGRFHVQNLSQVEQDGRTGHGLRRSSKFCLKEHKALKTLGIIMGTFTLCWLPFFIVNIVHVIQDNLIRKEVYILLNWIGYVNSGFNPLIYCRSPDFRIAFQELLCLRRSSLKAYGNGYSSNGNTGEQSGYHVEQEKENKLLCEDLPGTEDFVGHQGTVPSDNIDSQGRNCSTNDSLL
Giardia killer: Small Molecules that selectively kill Giardia lamblia: qHTS. Giardia lamblia trophozoite viability. activity change, % at 7.66 µM, hits read low. actives 0.15% (n = 340,000); in the data active = activity change below about -80%; inconclusive = between about -30% and that limit;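 note: parasites exposed to compound for two days anaerobically before the ATP read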
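Compounds were tested on trophozoites seeded at 100 cells/well and held 48 hrs at 37 deg C anaerobically. An ATP-based luminescent kit measured the remaining live cells.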
USP2a block: qHTS Assay for Inhibitors of Ubiquitin-specific Protease USP2a Using CHOP2 as the Reporter; AID 463254, 2010; USP2 core, Ub-CHOP2 coupled fluorogenic reporter, 485/531; Ubiquitin carboxyl-terminal hydrolase 2 (Homo sapiens), O75604; Potency, µM (top dose mostly 38.3 µM), for the others: top-dose activity change, negative = inhibition, hits mostly inhibitors; actives 0.01% (n = 330,000);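 note: potency is the fitted concentration of half-maximal effect; plate controls were DMSO wells for no effect and full inhibition by NEM control for full effect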
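USP2 core (10nM final) preincubated 30min RT with compound in 20mM Tris-HCl pH 8.0, 2mM CaCl2, 2mM beta-mercaptoethanol, 0.05% CHAPS; 25nM Ub-CHOP2 plus 25nM reporter substrate added, fluorescence (Ex485/Em531) read after 60min.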
PKM2 act: qHTS Assay for Activators of Human Muscle isoform 2 Pyruvate Kinase. Pyruvate kinase PKM (Homo sapiens), P14618. purified PKM2, Kinase-Glo ATP luminescence, activation; response scale: 0% is enzyme alone, no compound. Potency, µM (top dose mostly 57.5 µM), without a hit: top-dose activation, most hits filed as activators. actives 0.34% (n = 260,000). AID 1631, 2009; note: potency is the fitted concentration of half-maximal effect; nearly all actives have a fitted effect of over 55% in size
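Kinase-Glo luminescence reports ATP generated from ADP (0.1 mM) and PEP (0.5 mM) by purified hPK-M2 after 1 h at room temperature, pH 7.2 imidazole buffer; intermediate enzyme activity allows detecting inhibitors and activators.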
KCNH2 WT inh: qHTS for Inhibitors of KCHN2 3.1: Wildtype qHTS; actives 0.37% (n = 340,000); Voltage-gated inwardly rectifying potassium channel KCNH2 (Homo sapiens), Q12809; U2OS, BacMam KCNH2, thallium flux FluxOr; hits give low values; activity change, % at 1.84 µM; AID 720551, 2013;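 active = maximum activity change below -70%; inconclusive = maximum activity change between -70% and -50%; inactive = maximum activity change above -50%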
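U2OS cells transduced with wild-type KCNH2 virus are loaded with FluxOr dye for 45 min, and thallium flux is measured in kinetic reads before and after stimulation buffer. Rate constants are normalized to DMSO controls.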
KCNH2 3.1 block: qHTS for Inhibitors of KCHN2 3.1: Mutant qHTS | activity change, % (tested at about 1.8 µM) | actives 0.95% (n = 340,000) | AID 720553, 2013 | U2OS KCNH2 3.1, thallium flux FluxOr; hits give low values;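 active = maximum activity change below -70%; inconclusive = maximum activity change from -70% to -50%; inactive = maximum activity change above -50%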;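 note: thallium influx rate constant from kinetic fluorescence after stimulation buffer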
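Channel expression came from 3.1 mutant virus (1.77 x 10^8 /mL) applied to suspended U2OS cells for 4 h. Flux was tracked with FluxOr dye plus Red40 quencher, and kinetic rate constants normalized to controls.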
GALK inh: qHTS Assay for Inhibitors of Human Galactokinase (GALK); P51570; Potency, µM (top dose mostly 57.5 µM), for inactives: at the highest dose activity change, negative = inhibition, usual class: inhibitors; actives 0.007% (n = 270,000); Purified GALK, Kinase-Glo residual ATP luminescence; note: potency is the fitted concentration of half-maximal effect
Target sequence (P51570 whole entry, looked up): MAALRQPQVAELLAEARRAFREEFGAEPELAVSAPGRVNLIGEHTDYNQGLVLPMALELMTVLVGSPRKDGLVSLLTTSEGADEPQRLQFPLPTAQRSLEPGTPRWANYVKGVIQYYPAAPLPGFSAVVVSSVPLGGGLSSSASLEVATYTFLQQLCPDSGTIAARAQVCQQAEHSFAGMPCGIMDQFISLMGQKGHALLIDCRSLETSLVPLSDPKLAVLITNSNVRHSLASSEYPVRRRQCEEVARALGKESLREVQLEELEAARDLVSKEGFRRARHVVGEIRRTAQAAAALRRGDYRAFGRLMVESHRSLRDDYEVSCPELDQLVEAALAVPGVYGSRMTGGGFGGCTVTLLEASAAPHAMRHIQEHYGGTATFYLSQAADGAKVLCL
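ATP-depletion format; final 35 uM ATP, 100 uM D-galactose, 5 nM enzyme; pH 8.0 HEPES/Mg2+ buffer; 60 min RT; luminescence read 10 min after detection reagent.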
FBPA coupling cs: qHTS Assay for Inhibitors of Fructose-1,6-bisphosphate Aldolase from Giardia Lamblia: Coupling assay counterscreen; coupling enzyme system counterscreen, AmpLite Red fluorescence; activity change, negative = inhibition, % at 58.2 µM, hits read low; actives 0.67% (n = 290,000); AID 2472, 2010; in the data active = activity change below about -30%
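Compounds tested against the coupling enzymes alone at 57.5 uM final; readout was AmpLite Red fluorescence (525/598 nm) after 20 min at RT.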
Eya2 phos inh: qHTS Assay for Inhibitors of the Phosphatase Activity of Eya2; Protein phosphatase EYA2 (Homo sapiens), O00167; recombinant Eya2, OMFP fluorescence dephosphorylation (OMFP is methylfluorescein phosphate); Potency, µM (doses to about 76.9 µM), without a hit: at the highest dose activity, negative = inhibition, hits mostly inhibitors; actives 0.006% (n = 330,000); AID 488837, 2010; note: potency is the fitted concentration of half-maximal effect
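Eya2 (0.2 uM) preincubated 10 min at ambient with compound, then OMFP substrate added at 50 uM; 10 min reaction in 50 mM HEPES pH 7.5, 50 mM NaCl, 5 uM MgCl2, 0.05% BSA, 1 mM DTT. Fluorescence read at Ex 485/Em 525 nm.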
Chronic BCR inh: qHTS Assay to Find Inhibitors of Chronic Active B-Cell Receptor Signaling | ABC-DLBCL IkBa-CBG/CBR reporter, luminescence ratio, 4 h | Potency, µM (series often up to 46.1 µM), without a hit: at the top dose ratio change, negative = lower green/red ratio, usual class: inhibitors | actives 0.05% (n = 340,000) | AID 493014, 2011; active = well fitted inhibition curve with a large enough effect in the signal ratio, with a control signal flat, not every such curve was filed as active; inconclusive = small, poorly fitted or top-dose-only effect, or effect the other way, or a change in a side signal; the % refers to the signal ratio;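 note: potency is the fitted concentration of half-maximal effect; plate controls were basal doxycycline-induced cells for no effect and cells given 10 µM MG132 for full effect; MG132 reads +100%, hits lower the ratio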
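Compounds up to 46 uM were incubated four hours with TMD8 cells whose green CBG68 luciferase is fused to IkappaBalpha; red CBR luminescence normalised the signal, and concentration-effect curves were fitted to fusion, red and ratio data.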
An asterisk follows results filed as active; ? = inconclusive; . = no result given. Unless noted, calls come from the whole dose curve; as a rule, active = well fitted curve in the direction sought with a large enough effect; inconclusive = small, poorly fitted or top-dose-only effect, or another doubt; inactive = no such curve, though single readings can be large; an effect the other way counts as inactive or inconclusive. Unless noted, % is set by controls: 0 for no effect and ±100 for the full control effect.

(1) O=C(Nc1ccc2c(c1)OCCO2)c1ccc(S(=O)(=O)N2CCCCC2)cc1
(2) CCn1cc(C(=O)OCC(=O)c2cc(C)n(-c3ccccc3F)c2C)c(=O)c2ccc(C)nc21
(3) CC(=O)c1cc(C(=O)Nc2ccccc2C(=O)O)oc1C
(4) COc1ccc(-c2cn[nH]c2-c2ccc(O)cc2O)cc1
(5) Cc1ccc(N2C(=O)NC(NC(=O)c3ccc(Cl)cc3)(C(F)(F)F)C2=O)cc1 (stereo not given)
(6) Cc1ccsc1/C=C/c1n[nH]c(=O)c(C#N)c1C
(7) COc1ccc(N(C(=O)c2snc(C(N)=O)c2N)C(C(=O)NCC2CCCO2)c2ccc3ncccc3c2)cc1OC (stereo not given)
(8) COCC(O)CSc1nc(C)[nH]c1[N+](=O)[O-] (stereo not given)

entry no.,1,2,3,4,5,6,7,8
Giardia killer,-14,15,10,-1,-3,-20,-10,0
Eya2 phos inh,-7%,0%,-2%,-7%,-3%,-7%,10%,11%
B2AR arrestin,-0.1%,-0.6%,0.4%,-0.3%,0.0%,-0.1%,0.3%,0.1%
KCNH2 3.1 block,-3,3,-3,14,-2,-3,-9,-2
PKM2 act,-1%,2%,-9%,.,3%,0%,.,-11%
USP2a block,3%,-2%,2%,-2%,2%,-5%,2%,0%
uPA generation,-4%,-2%,-4%,1%,5%,-2%,-1%,-2%
Chronic BCR inh,?,?,?,-4%,0%,-7%,1%,15%
GALK inh,13%,-2%,0%,.,4%,-2%,1%,0%
KCNH2 WT inh,5,-1,6,-3,-8,11,-3,1
FBPA coupling cs,-2,9,-6,2,0,0,0,-1

(9) C=CCn1c(CCC(O)COCCCCC)n[nH]c1=S (stereo not given)
(10) O=C(NCCN1CCOCC1)c1nn2c(c1Cl)NC(c1ccccc1)CC2C(F)(F)F (stereo not given)
(11) CCN(CC)C(=O)CSc1nc2ccccc2o1
(12) CC(NC(=O)C1CCCN1S(=O)(=O)c1cccc2cccnc12)c1ccccc1 (stereo not given)
(13) COc1ccc(Cl)cc1NC(=O)CSc1nnc(COc2ccccc2)n1C
(14) CCCCc1cc(=O)oc2cc(C)cc(OC(C)C(=O)NCC3CCC(C(=O)O)CC3)c12 (stereo not given)
(15) O=C(COC(=O)[C@H](Cc1ccccc1)N1C(=O)c2ccccc2C1=O)Nc1ccc2c(c1)OCO2
(16) COc1ccccc1NC(=O)C1=C(C)Nc2nnnn2C1c1cccc(C)c1 (stereo not given)

entry no.,9,10,11,12,13,14,15,16
Giardia killer,1,-4,-4,14,-2,7,-10,11
Eya2 phos inh,2%,?,1%,-11%,-20%,-18%,-4%,1%
B2AR arrestin,0.0%,0.0%,-1.7%,-0.5%,-0.9%,0.0%,-0.5%,-0.2%
KCNH2 3.1 block,-9,-1,-2,-3,3,-1,-14,13
PKM2 act,2%,-5%,7%,13%,4%,1%,-1%,-2%
USP2a block,0%,2%,-2%,3%,2%,-1%,0%,1%
uPA generation,0%,15%,-2%,10%,0%,0%,9%,-5%
Chronic BCR inh,-8%,0%,-1%,?,17%,?,-23%,?
GALK inh,0%,-3%,1%,1%,-2%,.,2%,3%
KCNH2 WT inh,-1,-4,4,-7,8,5,1,2
FBPA coupling cs,2,0,0,1,0,4,-1,6

Among those listed so far, 3 have an aryl thioether with sulfur outside any ring:
(8) COCC(O)CSc1nc(C)[nH]c1[N+](=O)[O-] (stereo not given)
(11) CCN(CC)C(=O)CSc1nc2ccccc2o1
(13) COc1ccc(Cl)cc1NC(=O)CSc1nnc(COc2ccccc2)n1C

entry no.,8,11,13
Giardia killer,0,-4,-2
Eya2 phos inh,11%,1%,-20%
B2AR arrestin,0.1%,-1.7%,-0.9%
KCNH2 3.1 block,-2,-2,3
PKM2 act,-11%,7%,4%
USP2a block,0%,-2%,2%
uPA generation,-2%,-2%,0%
Chronic BCR inh,15%,-1%,17%
GALK inh,0%,1%,-2%
KCNH2 WT inh,1,4,8
FBPA coupling cs,-1,0,0

The list continues:
(17) CC1(C)C(=S)N(Cc2ccccc2)c2ccccc21
(18) CCOc1ccc(C(=O)OCC(=O)Nc2ccc(SC(F)F)cc2)cc1OCC
(19) Cc1ccc(-c2nc3c(c(SCC(=O)N4CCOCC4)n2)Cc2c(CO)cnc(C)c2O3)cc1
(20) COc1ccc(C2OC(=O)CC2C(=O)NCc2ccc(C)cc2)cc1OC (stereo not given)
(21) COc1ccc(OCC(=O)Nc2ccc3c(c2)nc(CN2CCN(C(C)=O)CC2)n3C)cc1
(22) CCOC(=O)C1CCN(C(=O)c2ccccc2NC(=O)C2=C(C)OCCS2)CC1
(23) Cc1ccc(C)c(N2CCN(c3ncccc3[N+](=O)[O-])CC2)c1
(24) Cc1cccc(OCc2nnc(SCC(=O)N3CCN(c4ccccc4)CC3)o2)c1C

entry no.,17,18,19,20,21,22,23,24
Giardia killer,10,-6,21,0,-10,-9,-4,-16
Eya2 phos inh,9%,-19%,1%,3%,-23%,0%,-2%,9%
B2AR arrestin,-0.1%,-0.8%,-0.1%,0.2%,-0.2%,0.1%,0.4%,-0.6%
KCNH2 3.1 block,-2,-12,-25,5,-3,8,-5,-5
PKM2 act,1%,-7%,.,-5%,3%,.,.,9%
USP2a block,3%,0%,0%,7%,0%,4%,-1%,1%
uPA generation,23%,5%,9%,11%,-2%,-8%,0%,0%
Chronic BCR inh,?,?,-18%,-5%,-3%,-7%,1%,18%
GALK inh,-3%,-1%,-6%,0%,0%,-4%,3%,0%
KCNH2 WT inh,-10,-14,-2,-5,-4,5,7,-31
FBPA coupling cs,2,3,-1,1,-1,.,-1,0

(25) O=C(CCCCn1c(=O)[nH]c2ccccc2c1=O)NCCC1=CCCCC1
(26) COc1c(S(=O)(=O)N2CCCC2)ccc(Cl)c1Cl
(27) Cc1ccccc1COn1nnc2ccc(S(=O)(=O)N3CCOCC3)cc21
(28) CCOc1ccc(NC(=S)NN(C)C(=S)Nc2ccc(OCC)cc2)cc1
(29) Cc1ccc2nsnc2c1S(=O)(=O)N1CCCC1
(30) Cc1c(C(=O)NCCCN2CCCC2=O)oc2ccc(S(=O)(=O)N3CCOCC3)cc12
(31) Cc1noc(C)c1C(=O)Nc1nc(-c2ccccc2Cl)cs1
(32) CCOC(=O)C1(CC2CCCCO2)CCN(S(=O)(=O)c2ccc(OC)cc2)CC1 (stereo not given)

entry no.,25,26,27,28,29,30,31,32
Giardia killer,-8,3,-5,-11,-22,-7,15,5
Eya2 phos inh,9%,0%,-4%,-2%,-5%,-3%,-9%,-5%
B2AR arrestin,-0.3%,0.0%,0.0%,-0.4%,-0.4%,-0.1%,0.1%,-0.3%
KCNH2 3.1 block,1,1,9,-4,-2,12,10,7
PKM2 act,8%,12%,.,-6%,3%,-5%,4%,8%
USP2a block,-4%,1%,-2%,1%,0%,0%,1%,-3%
uPA generation,1%,-4%,-5%,2%,-2%,2%,0%,1%
Chronic BCR inh,2%,?,-5%,-7%,?,?,15%,?
GALK inh,0%,0%,.,.,-3%,-2%,-1%,-3%
KCNH2 WT inh,-8,8,0,-3,-6,-1,20,1
FBPA coupling cs,-5,4,.,3,-1,0,0,3

(33) CCCC[C@@H]1C[C@H]1[C@@H](NC(=O)c1ccccc1)c1ccccc1C(F)(F)F
(34) CCOC(=O)CNC(=O)C1CCCc2c1[nH]c1ccc(Cl)cc21 (stereo not given)
(35) Cn1c(CC(=O)NNC(=O)c2ccccc2[N+](=O)[O-])nc2ccccc21
(36) Cc1ccc(CNC(=O)CSc2nnc(CNC(=O)c3ccccc3)o2)cc1
(37) COc1ccc(CCC(=O)OCc2csc(CC(=O)Nc3ccc(C)cc3)n2)cc1OC
(38) Cc1cc(C(C)(C)C)nc2[nH]n(-c3ccccc3)c(=O)c12

entry no.,33,34,35,36,37,38
Giardia killer,-9,7,-5,-4,12,6
Eya2 phos inh,0%,0%,2%,6%,0%,1%
B2AR arrestin,-0.9%,0.0%,-1.0%,-0.6%,-0.1%,-0.2%
KCNH2 3.1 block,?,-4,-10,0,0,-2
PKM2 act,0%,-3%,.,2%,.,7%
USP2a block,0%,0%,0%,0%,2%,0%
uPA generation,-4%,-3%,7%,3%,-2%,-6%
Chronic BCR inh,1%,-2%,-5%,-4%,?,?
GALK inh,.,3%,.,6%,.,0%
KCNH2 WT inh,-4,22,13,-9,11,0
FBPA coupling cs,0,3,.,0,.,0

Screens: PubChem, National Center for Advancing Translational Sciences (NCATS)
